Bioassay records from PubChem BioAssay.
NR2E3 ag-1: inhibitors of NR2E3-RetCOR corepressor binding, primary screen, NR2E3 agonist project, biochemical, TR-FRET, GST-NR2E3, biotin-RetCOR. Photoreceptor-specific nuclear receptor (Homo sapiens), Q9Y5X4. 1536-well. inhibition of corepressor binding, % at 4.78 µM. 320,000 tested, 0.12% active. AID 2300, 2010;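 active = percent inhibition above the cutoff of mean plus 3 SD of all tested compounds, set per screening campaign, cut at about 20% in these data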;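 also: 0% = DMSO wells and 100% = biotin wells as full block of FRET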
Target sequence (Q9Y5X4 whole entry, looked up): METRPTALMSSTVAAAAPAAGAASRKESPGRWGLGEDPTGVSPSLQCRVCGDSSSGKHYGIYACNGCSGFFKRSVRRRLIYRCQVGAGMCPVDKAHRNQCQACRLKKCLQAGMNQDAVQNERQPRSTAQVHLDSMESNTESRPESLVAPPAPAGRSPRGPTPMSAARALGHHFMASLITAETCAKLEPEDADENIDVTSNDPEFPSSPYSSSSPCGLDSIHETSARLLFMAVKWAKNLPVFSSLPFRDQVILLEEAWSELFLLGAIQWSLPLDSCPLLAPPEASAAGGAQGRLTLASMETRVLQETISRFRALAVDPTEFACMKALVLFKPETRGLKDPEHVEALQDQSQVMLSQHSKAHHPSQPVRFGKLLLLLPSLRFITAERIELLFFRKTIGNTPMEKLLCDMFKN
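Assay system: NR2E3–RetCOR corepressor complex. Quantity: 1.35 nM GST-NR2E3. Buffer or medium: pH 7.5 Tris-based buffer. Reagent: biotinylated RetCOR corepressor at 7 nM final. Schedule: 5 h at 4 °C. Detection: TR-FRET, emission read at 617 and 671 nm. Replicates: one well per compound, singlicate testing.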
Cardio protect: cardioprotection against H2O2-induced cell death, primary screen, uHTS, H9c2 cells, ATPLite luminescence; H9c2 cardiomyocytes, H2O2 injury protection, 2 h; protection from H2O2 cell death, % at 20 µM; 360,000 tested, 0.63% active;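 active = compounds giving at least 50% protection of heart cells from peroxide-induced death in the single-dose screen, raw or plate-pattern-corrected value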;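 also: 0% = DMSO wells with peroxide and 100% = DMSO wells without peroxide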
NR2E3 ag-2: NR2E3 agonists in two-hybrid cells, primary screen, cell-based, luminescence, CHO-S, Gal4-NCOR/VP16-NR2E3 | Photoreceptor-specific nuclear receptor (Homo sapiens), Q9Y5X4 | luciferase | inhibition of corepressor binding, % at 3.98 µM | 360,000 tested, 0.35% active | AID 602229, 2012;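 active = inhibition above the mean of all tested compounds plus 3 SD, cut at about 70% in these data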;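 also: 0% = DMSO with NR2E3 transfected cells and 100% = cells lacking NR2E3 construct; higher means lower luciferase signal from less NR2E3 corepressor binding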
CaV13 ICDI inh: Primary screen for inhibitors of IQ motif and Ca2+-dependent inactivation inhibitor domain binding in CACNA1D, Förster resonance energy transfer in living cells, …; HEK cells, CFP/YFP FRET ICDI-IQ, plate reader, 10 min; percent FRET-ratio fall versus neutral wells; inhibition, % at 12.3 µM; 340,000 tested, 0.098% active;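 active = mean replicate inhibition of at least 30% and at least 1% of replicates passing that level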;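 also: 0% = median of the neutral control wells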
MITF TRPM1 inh: inhibitors of MITF-dependent TRPM1 promoter reporter, primary screen, cell-based, SK-MEL-5, single point, luciferase; 330,000 tested, 0.83% active; SK-MEL-5 TRPM1 promoter luciferase, 24 h; AID 488899, 2010; inhibition, % at 12.5 µM;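 active = mean inhibition across replicates of 60% or more, whatever share of single replicates reaches that level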; also: values of inactives mirror those of a sister screen read the other way
PDI inh: inhibitors of human PDI, primary screen, biochemical, turbidity, single point, plate reader; 350,000 tested, 0.052% active; inhibition, % at 10 µM; AID 588391, 2011; PDI insulin aggregation turbidity, A650, 90 min;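 active = mean inhibition across replicates of 30% or more, whatever share of single replicates reach that level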;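 also: absorbance from insulin aggregation driven by PDI reduction with DTT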
m5-HT2A agonist: mouse Htr2a agonists via beta-arrestin recruitment, primary screen, cell-based, luminescence; AID 624169, 2012; 5-hydroxytryptamine receptor 2A (Mus musculus), P35363; activation, % at 7.6 µM; CHO-K1 mHTR2A beta-arrestin complementation; percent of 30 µM serotonin response; 360,000 tested, 0.66% active;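 active = activation above a run cutoff, the mean activation of all tested compounds plus 3 SD, cut at about 14% in these data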;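 also: 0% = plate median of compound wells and 100% = 30 µM serotonin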
Target sequence (P35363 whole entry, looked up): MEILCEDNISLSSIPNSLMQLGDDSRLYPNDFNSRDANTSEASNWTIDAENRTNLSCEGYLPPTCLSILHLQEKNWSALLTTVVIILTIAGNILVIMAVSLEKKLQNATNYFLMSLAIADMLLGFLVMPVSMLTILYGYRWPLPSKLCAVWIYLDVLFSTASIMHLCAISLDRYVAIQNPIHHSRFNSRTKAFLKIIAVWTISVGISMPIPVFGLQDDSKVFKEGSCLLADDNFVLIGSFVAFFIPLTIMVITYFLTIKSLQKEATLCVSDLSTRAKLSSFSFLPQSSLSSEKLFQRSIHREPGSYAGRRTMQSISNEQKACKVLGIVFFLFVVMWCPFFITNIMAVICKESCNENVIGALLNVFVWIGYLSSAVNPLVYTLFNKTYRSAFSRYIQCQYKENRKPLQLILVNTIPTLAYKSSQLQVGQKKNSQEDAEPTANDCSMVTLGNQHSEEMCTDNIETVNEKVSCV
HIF-2a block: HIF-2a reporter inhibitors, primary screen, luminescence, 786-0 RCC cells; inhibition, % at 18.8 µM; 360,000 tested, 0.72% active; 786-0 RCC cells HIF-2a reporter, luciferase luminescence, overnight;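 active = inhibition of the luminescence signal of 40% or more relative to plate controls, in a single-dose primary screen at 18.75 µM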
Peg3 prom inh: Peg3 promoter-driven luciferase inhibitors, primary screen, cell-based, HeLa, luciferase luminescence; 360,000 tested, 1.7% active; HeLa PEG-Prom luciferase reporter, overnight; AID 588405, 2011; inhibition, % at 20 µM;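 active = inhibition of at least 50% at 20 µM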
iPSC survival up: enhancers of single-cell hiPSC survival, primary screen, ATPlite luminescence | AID 602274, 2012 | 360,000 tested, 0.044% active | 100% = ROCK inhibitor wells, 0% = DMSO | survival enhancement, % at 20 µM; in the data active = survival enhancement above about 18%;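 also: cells exposed to compounds for 16 hours before the ATP read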
Shn3 inh set2: reduction of Shn3 3'UTR firefly luciferase signal, primary screen, Schnurri-3 inhibitor project, cell-based, Clone20 osteoblasts, set 2; AID 588674, 2011; inhibition, % at 12.5 µM; 360,000 tested, 0.52% active; Clone20 osteoblast Shn3 3'UTR firefly luciferase, 24 h;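 active = mean inhibition of at least 75% with every replicate also reaching 75%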;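 also: 0% = median of neutral control wells and 100% = pilot-screen positive control compound; some compounds past the cut are filed as inactive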
The depositor's hits bear a star; . = no result given.

SMILES | NR2E3 ag-1 | Cardio protect | NR2E3 ag-2 | CaV13 ICDI inh | MITF TRPM1 inh | PDI inh | m5-HT2A agonist | HIF-2a block | Peg3 prom inh | iPSC survival up | Shn3 inh set2
COCCN(Cc1nc(-c2ccc(-c3ccccc3)cc2)oc1C)C(C)C | 3 | -3 | -208 | -20 | -32 | 3 | 3 | 2 | -134 | 1.0 | -11
COc1ccc(S(=O)(=O)N(C)c2ccc(OC(=O)C(C)Oc3ccc(F)cc3)cc2)cc1 (stereo not given) | -4 | -6 | 21 | -13 | -12 | -3 | -3 | 6 | -7 | -0.5 | -5
O=C(CSc1nc2ccccc2[nH]1)NCc1ccc2c(c1)OCO2 | 0 | 4 | -12 | -9 | 6 | 8 | -4 | 5 | -3 | 2.1 | -22
O=[N+]([O-])c1cc(Cl)ccc1Sc1ccccn1 | 0 | -2 | -6 | -18 | 0 | -1 | -3 | 0 | -7 | -0.4 | .
O=C(Oc1ccc2c(c1)OCC2=O)c1ccccc1 | -3 | 4 | -4 | -3 | 4 | -4 | 0 | -8 | -9 | -0.3 | -7
CCOc1ccccc1/C=C/c1onc(C)c1S(=O)(=O)N1CCC(C(=O)NC)CC1 | -5 | 7 | 10 | -10 | -17 | . | 1 | -7 | 17 | 2.3 | 6
CCc1nnc(NC(=O)Cc2cccs2)s1 | -1 | 4 | -13 | 5 | 9 | 16 | 7 | -31 | -1 | 0.0 | 2
Cc1ccc(OC2CCN(C(=O)[C@H]3O[C@@H](n4ccc(N)nc4=O)[C@H](O)[C@@H]3O)CC2)cc1 | . | 6 | -5 | -6 | . | . | -3 | 3 | -23 | 7.0 | -14
Cc1occc1-c1nnc(SCC(=O)NCc2cccs2)n1CC1CCCO1 (stereo not given) | . | 0 | -4 | . | -1 | 2 | -1 | 21 | 23 | 0.5 | -4
O=C(CSc1nnc(-c2ccncc2)n1Cc1ccco1)Nc1ccccc1F | 3 | -4 | 13 | -19 | 3 | 2 | 0 | 17 | 9 | -0.7 | 3
NS(=O)(=O)c1ccc(CCNC(=O)c2ccccc2[N+](=O)[O-])cc1 | -1 | 11 | 6 | -3 | 2 | -2 | -1 | 11 | 5 | -2.5 | -6
O=C(COC(=O)c1ccc([N+](=O)[O-])cc1)Nc1ccccc1C(=O)NC1CC1 | . | -3 | -19 | -17 | -1 | 10 | -7 | -3 | 1 | -0.5 | 4
Cc1ccn2c(=O)nc(SCc3cccc(C(F)(F)F)c3)nc2c1 | 1 | -3 | -7 | 4 | -8 | -1 | -1 | -10 | -12 | 1.1 | .
OC1(CN2CCOCC2)C2CN3CCN(C2)CC1(c1ccccc1)C3 (stereo not given) | -4 | -1 | 16 | . | 2 | -24 | 0 | 18 | 5 | -2.1 | 14
CCOc1cccc(NC(=O)C2CCCN(S(=O)(=O)c3ccc(-n4cnnn4)cc3)C2)c1 (stereo not given) | -5 | -3 | -16 | . | 0 | -3 | 0 | 2 | 13 | -1.7 | 22
O=C(NCc1cccnc1)c1c(O)c2cccc3c2n(c1=O)CCC3 | 4 | 6 | 12 | -7 | 9 | -3 | 5 | 27 | 16 | -2.0 | -4
Cc1ccc2c(c1)N(CC(=O)N1CCOCC1)C(=O)C(C)O2 (stereo not given) | 1 | -2 | -4 | -9 | 5 | -1 | 4 | 1 | 6 | 0.4 | -2
COc1ccccc1C(CNC(=O)c1cccc(NS(=O)(=O)c2ccc(C)c(F)c2)c1)N(C)C (stereo not given) | -3 | -4 | -2 | -12 | 0 | -1 | -4 | 6 | -13 | 0.7 | 42
CCOc1ccc(NC(=O)CCn2c(=S)oc3ccccc32)cc1 | 1 | 3 | 3 | -18 | -4 | -4 | -2 | 14 | 7 | 0.1 | 11
CCCn1nc(C(=O)Nc2ccc(-n3cnnn3)cc2)c2ccccc2c1=O | . | 16 | -4 | -6 | 9 | 5 | 3 | -38 | 9 | -0.4 | -10
C[C@H](NC(=O)OC(C)(C)C)C(=O)NCC1CCC(C(=O)O)CC1 (stereo not given in full) | 0 | 6 | -2 | -4 | -1 | -8 | 0 | 16 | 9 | -0.1 | -18
COc1cc(C=O)ccc1OCCCCOc1ccccc1[N+](=O)[O-] | 0 | 0 | -23 | -14 | -4 | -1 | 0 | -1 | -15 | -0.5 | 3
Cc1ccccc1N(CC(=O)NCc1ccco1)C(=O)CNS(=O)(=O)c1ccc(F)cc1 | 1 | -4 | -14 | -3 | 7 | 13 | 12 | 5 | 9 | -0.4 | -8
CC1(C)C(=O)NCCN1C(=O)CC1C(=O)NCCN1Cc1cccc(C(F)(F)F)c1 (stereo not given) | -1 | 0 | -6 | -7 | 2 | 8 | -2 | 13 | 1 | -0.4 | -2
CN(C)c1nc(Oc2ccc(=O)[nH]n2)nc(N2CCOCC2)n1 | 2 | -4 | -25 | -5 | 0 | 4 | 3 | 21 | 12 | 4.3 | 3
CCC(C)NC(=O)c1c(N)n(/N=C/c2ccccn2)c2nc3ccccc3nc12 (stereo not given) | -1 | -15 | 0 | -3 | 5 | 3 | 1 | -16 | 47 | 3.6 | 1
O=C(COC(=O)CCc1c[nH]c2ccccc12)NCc1ccc2c(c1)OCO2 | -3 | -2 | -19 | 0 | -1 | 11 | 1 | 12 | -3 | 3.1 | -7
COc1cccc(C(=O)N2CCN(S(=O)(=O)Cc3ccccc3)CC2)c1 | 2 | -1 | 3 | -8 | 7 | -8 | -4 | 2 | -3 | 0.1 | 10
Cc1c(Cl)ccc2c1NC(=O)[C@]21N[C@@H](Cc2ccccc2)[C@H]2C(=O)N(c3ccc(F)cc3)C(=O)[C@H]21 | 0 | 12 | -11 | -11 | 2 | 3 | 3 | -14 | 13 | -1.8 | 2
S=C1Cc2ccccc2C(c2ccc(Cl)cc2)N1 (stereo not given) | -3 | -4 | -18 | -5 | 7 | -2 | 3 | 18 | 13 | 0.6 | 5
CC(NC(=O)c1ccccc1Cl)C(=O)Nc1ccc2c(c1)OCO2 (stereo not given) | . | -5 | -21 | -6 | -22 | -1 | -1 | -106 | -97 | 0.2 | -5
O=C(Cn1cnc2c(cnn2-c2ccccc2)c1=O)NCc1ccccc1 | 1 | -2 | -33 | -4 | -15 | 1 | 4 | -109 | -50 | -1.6 | -5
CCOC(=O)c1[nH]c2cc3c(cc2c1NC(=O)CN1CCCC1)OCO3 | -3 | 1 | 0 | -13 | 0 | 9 | -2 | 12 | 6 | -0.6 | 16
CCOC(=O)/C=c1\s/c(=C(\C#N)C(N)=O)n(-c2ccccc2)c1=O | 3 | 2 | 9 | -3 | -5 | 0 | -3 | 14 | -7 | 0.7 | 6
CCOC(=O)c1cc(CC)sc1/N=C/c1c(O)ccc2ccccc12 | 0 | 0 | -18 | -3 | -1 | -8 | -2 | -8 | 10 | -0.2 | -3
COc1ccccc1NC(=O)CSc1nc2ccccc2nc1N1CC(C)OC(C)C1 (stereo not given) | 2 | -8 | -14 | -3 | 20 | . | -1 | 22 | 20 | -0.6 | 26
Nc1nc2cc(Cl)ccc2n1N | . | 2 | 3 | -10 | . | . | -5 | -30 | -2 | 0.6 | 17
CC[C@@H](C)CN1C(=O)N[C@@H](c2ccccc2)C(C(C)=O)=C1C | 3 | 9 | 3 | -10 | 14 | 15 | 3 | 5 | 11 | 3.1 | -14
CC(=O)Nc1ccccc1NC(=O)c1ccc(C)cc1C | 5 | -4 | 19 | -4 | 8 | 19 | 4 | 14 | -5 | 0.5 | 14
COC(=O)c1ccc(N2CCN(C(=O)c3ccccc3)CC2)c(NC(C)=O)c1 | 1 | 0 | -2 | 7 | -5 | -2 | -3 | 15 | 11 | 0.3 | 11
O=C(Cc1ccc(Cl)c(Cl)c1)Nc1ccccc1N1CCOCC1 | -2 | 0 | 24 | -6 | 2 | 6 | 5 | 14 | 23 | -0.6 | 0
CCC(=O)Nc1ccc2nc(C3CC3)n(Cc3ccccc3)c(=O)c2c1 | -2 | -2 | -23 | 0 | -79 | 5 | -4 | -214 | -177 | -2.3 | -61

Whole records as entered above:
O=C(Cc1ccc(Cl)c(Cl)c1)Nc1ccccc1N1CCOCC1 across the screens: NR2E3 ag-1: -2; Cardio protect: 0; NR2E3 ag-2: 24; CaV13 ICDI inh: -6; MITF TRPM1 inh: 2; PDI inh: 6; m5-HT2A agonist: 5; HIF-2a block: 14; Peg3 prom inh: 23; iPSC survival up: -0.6; Shn3 inh set2: 0
Nc1nc2cc(Cl)ccc2n1N across the screens: NR2E3 ag-1: .; Cardio protect: 2; NR2E3 ag-2: 3; CaV13 ICDI inh: -10; MITF TRPM1 inh: .; PDI inh: .; m5-HT2A agonist: -5; HIF-2a block: -30; Peg3 prom inh: -2; iPSC survival up: 0.6; Shn3 inh set2: 17
CC[C@@H](C)CN1C(=O)N[C@@H](c2ccccc2)C(C(C)=O)=C1C across the screens: NR2E3 ag-1: 3; Cardio protect: 9; NR2E3 ag-2: 3; CaV13 ICDI inh: -10; MITF TRPM1 inh: 14; PDI inh: 15; m5-HT2A agonist: 3; HIF-2a block: 5; Peg3 prom inh: 11; iPSC survival up: 3.1; Shn3 inh set2: -14

An unsorted share of the library; overall some 3.9% were active at least once.
